# From PubChem BioAssay
# WT yeast gro inh: growth inhibition of WT strain, primary screen, mitochondrial fusion inhibitor project, WT and mutant strains, chemical genetic | mitochondrial fusion phenotypic screen | AID 1362, 2008 | 190,000 tested, 2.1% active | inhibition, % at 10 µM; in the data active = inhibition above about 58%; tested in S. cerevisiae
# Autophagy mod: autophagy modulators in MEF cells, primary screen, imaging, high-content, MEF GFP-LC3; calls only at 10 µM (by protocol); MEF GFP-LC3 puncta imaging; test concentration mostly 10 µM; 190,000 tested, 0.98% active;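 active = percentage of spot-positive cells more than 3 SD above its plate mean, without a fluorescence outlier flag or 80% toxicity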;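 also: spot-positive cell cutoff set from DMSO-treated cells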
# human PMI inhibition: inhibitors of human PMI, primary screen, biochemical, fluorescence intensity, coupled assay (AID 1209); purified PMI enzyme, coupled fluorescence intensity; higher % means a stronger effect; inhibition, % at 20 µM; hits with a dose series show IC50 in µM; 190,000 tested, 0.42% active;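 also: plate controls were DMSO vehicle for no effect and wells lacking substrate for full effect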
# Ins promoter up: insulin promoter activators in MIN6 cells, imaging, high-content screening, mouse beta cells; z-score at 5 µM; MIN6 insulin promoter-GFP reporter; stronger effect = higher value; 190,000 tested, 0.3% active;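 active = z-score above 3 at 5 µM with at least 500 cells counted in the well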
# Dynein cargo inh: inhibitors of GR-EGFP nuclear translocation, primary screen, dynein cargo transport inhibitor project, imaging, high-content, 3617.4 mouse cells. test concentration mostly 20 µM; stimulated with dexamethasone, 1 µM; stronger effect = lower value. z-score, hits read low. 220,000 tested, 0.47% active. AID 1381, 2008;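 active = plate z-score of nuclear minus cytoplasmic receptor signal below a set negative limit, without overly bright fluorescence or cell loss, cut at about -3.5 in these data, passing the limit was not always enough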;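 also: z-score of nuclear minus cytoplasmic ring GR-EGFP intensity difference per well; some compounds called inactive have numbers as strong as hits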
#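 Buffer or medium: tet-free, stripped-serum medium; Also added: dexamethasone, 1.0 µM final; Technique: high-content fluorescence imaging after fixation; Times: 48 h induction, 1 h compound, 30 min dex at 37 °C; Read-out: per-cell GR-EGFP intensity, nucleus versus surrounding cytoplasmic ring, well-averaged.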
# MT stabilize HCS: microtubule stabilizers in HeLa cells, primary screen, imaging, high-content imaging; HeLa tubulin immunostaining HCS, 24 h; share of cells brighter than vehicle mean+2SD; % tubulin-high responders, % at 10 µM; 200,000 tested, 0.83% active;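 active = plate Z-score above 3 for both tubulin-high and condensed-nucleus cell shares, with cell loss under 80%, at 10 µM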;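 also: anti alpha tubulin signal scored within the nucleus-defined area of each cell; some results filed as inactive read as strong as hits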
# human PMI inhibitors: human PMI inhibitors, high substrate, primary screen, biochemical, fluorescence intensity, high mannose 6-phosphate (AID 1220); Mannose-6-phosphate isomerase (Homo sapiens); inhibition, % at 20 µM; hits with a dose series show IC50 in µM; recombinant PMI enzyme, coupled fluorescence intensity; higher % means a stronger effect; 190,000 tested, 0.66% active
# Yfh1-depleted yeast: enhancers of respiration in Yfh1-depleted yeast, dose response, Friedreich's ataxia, plus single-dose screen (AID 1465); S. cerevisiae Yfh1-off respiration, WST-1 reduction, 72 h; higher fold induction means a stronger effect; one-dose fold induction at 50 µM; EC50 in µM for titrated hits; 220,000 tested, 0.074% active;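 active = fold induction of absorbance versus untreated yeast above a set limit, then at least 30% activation at any dose in follow-up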;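 also: activators that raise dye reduction in frataxin-depleted yeast; strong numbers were not always called active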
# b-catenin transl: modulators of beta-catenin nuclear translocation, primary screen, imaging, HeLa cells, immunofluorescence, high-content; nuclear translocation activity, % at 5 µM; 190,000 tested, 0.3% active; AID 1665, 2009;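 active = nuclear translocation activity above 50% at 5 µM, with a well cell count of 50 or more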;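 also: per-cell ratio of nuclear to cytoplasmic median beta-catenin stain intensity; plate controls were DMSO negative control for no effect and GSK-3 inhibitor IX positive control for full effect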
#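 Test system: human HeLa cell line; Doses: 5 µM primary, 0.02–20 µM confirmation; Incubation: 24 h compound exposure, 37°C; Detection: beta-catenin immunofluorescence imaging with DAPI; Read-out: beta-catenin nuclear/cytoplasmic ratio, % activation.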
# WT yeast gro inh mutant strain: further read-out of WT yeast gro inh, marked with its call; inhibition, %; mitochondrial fusion phenotypic screen, mutant strain inhibition
# Dynein cargo inh cytoplasmic EGFP: second read-out of Dynein cargo inh, no call of its own (marks repeat the call); z-score; measured here: cytoplasmic GR-EGFP intensity; stronger effect = higher value
# Dynein cargo inh nuclear GR-EGFP: recorded beside Dynein cargo inh, whose call it bears; z-score; measured here: nuclear GR-EGFP intensity;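 lower value marks the stronger effect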
# Dynein cargo inh cell count: also measured in Dynein cargo inh; calls as there; z-score; measured here: cell count per field
# Ins promoter up cell count: further read-out of Ins promoter up, marked with its call; cell count; measured here: cytotoxicity, nuclei count;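 total cells summed across four imaged fields per well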
# b-catenin transl cell count 5 µM: recorded beside b-catenin transl, whose call it bears; cell count; measured here: cell count, cytotoxicity flag
# MT stabilize HCS Hoechst-high %: second read-out of MT stabilize HCS, no call of its own (marks repeat the call); % Hoechst-high responders; measured here: nuclear condensation Hoechst responders;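 share of cells brighter than vehicle mean plus two SD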
# MT stabilize HCS cytotoxicity %: further read-out of MT stabilize HCS, marked with its call; toxicity, %; measured here: cytotoxicity by cell density;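 0% = mean cell density of plate MIN control wells and 100% = no cells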
# Autophagy mod cell loss 18 h: second read-out of Autophagy mod, no call of its own (marks repeat the call); toxicity, %; measured here: cell loss, nuclei count;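 cell loss after 18 h compound exposure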
# * hit, by the source's call; i = inactive; · = no result given; + = active, no number. Rule as the data show it, unless noted: active = inhibition above about 50%; inactive = the rest.
SMILES,WT yeast gro inh,WT yeast gro inh mutant strain,Autophagy mod,Autophagy mod cell loss 18 h,human PMI inhibition,Ins promoter up,Ins promoter up cell count,Dynein cargo inh,Dynein cargo inh cytoplasmic EGFP,Dynein cargo inh nuclear GR-EGFP,Dynein cargo inh cell count,MT stabilize HCS,MT stabilize HCS Hoechst-high %,MT stabilize HCS cytotoxicity %,human PMI inhibitors,Yfh1-depleted yeast,b-catenin transl,b-catenin transl cell count 5 µM
CNC(=O)c1ccccc1NC(=O)C1CC(=O)N(c2ccc(OC)cc2)C1 (stereo unspecified),2,-4,i,11,-5%,·,·,-0.37,-0.15,-0.29,-0.46,2.1,2.6,5.6,-12%,i,0.0,1550
COc1ccc(NC(=O)Cc2c(C(=O)O)n(C)c3ccccc23)cc1OC,-10,-5,i,-14,-13%,0.05,1257,-1.1,0.038,-0.36,0.7,4.1,2.2,9.5,0%,i,-0.5,1082
CCC(CC)c1nnc(NC(=O)/C=C/c2ccco2)s1,-14,18,i,-9,-1%,0.02,1292,0.015,-0.17,0.1,0.017,2.0,2.2,5.0,-1%,i,1.4,1108
O=C(Nc1ccc(Cc2ccncc2)cc1)C1CCC(N2C(=O)C3C4C=CC(C5CC45)C3C2=O)CC1 (stereo unspecified),-6,2,i,-1,5%,0.23,876,0.89,-0.073,0.55,-0.15,1.4,2.0,7.8,12%,i,-2.8,1182
CCCCn1c(CN2CCN(C(=O)OCC)CC2)nc2c1c(=O)n(C)c(=O)n2C,2,-13,i,24,-3%,-0.42,619,-0.14,-0.22,0.14,0.21,5.0,2.6,4.1,-12%,i,-1.6,754
CCN1CCN(C(=S)Nc2ccccc2Cl)CC1,-4,-6,i,39,8%,0.51,721,-0.18,-0.28,-8.8e-06,0.69,1.6,1.1,6.3,3%,i,-1.0,1071
Oc1ccc(Cl)cc1CNc1ccc(Br)cn1,10,21,i,7,7%,1.5,1054,-0.75,-0.22,-0.31,-0.34,2.1,1.3,4.0,3%,i,·,·
CC(C)(C)C(=O)NNC(=O)c1cc2sccc2s1,·,·,·,·,·,0.6,1327,0.18,-0.28,-0.14,1.2,·,·,·,·,i,-1.6,1073
Cc1nccn1CC(O)COC1CCCCC1 (stereo unspecified),14,28,i,1,10%,-0.17,1307,0.45,-0.24,0.59,-0.52,1.9,2.6,21,1%,i,-1.2,1097
COc1ccc(C(C)=O)cc1COC(=O)CNC(=O)c1ccc(F)cc1,-6,-13,i,-13,9%,·,·,-0.63,-0.34,-0.51,0.81,1.5,3.4,6.8,-4%,i,-0.1,962
CCC(=O)n1nc(-c2ccccc2)nc1NCc1ccccc1,17,20,i,-4,8%,0.75,1222,2.9,-0.21,1.5,-1.6,5.4,3.7,4.4,7%,i,·,·
CCC(C)N(CC(=O)NCc1ccc(OC)cc1)C(=O)c1csnn1 (stereo unspecified),-12,-11,i,-3,-2%,-0.06,1252,0.14,-0.23,0.17,0.81,1.3,1.9,5.0,2%,i,-3.6,972
CCc1ccc2[nH]c(C(=O)Nc3ccc4c(c3)OCO4)cc2c1,·,·,·,·,·,-0.32,1056,-0.98,-0.11,-0.2,0.3,·,·,·,·,i,0.0,1388
O=C1N(Cc2cccc(Cl)c2)C[C@@H]2C[C@@H](c3cccn3-c3cccnc3)N3CCC[C@@]123,8,-12,i,12,-5%,-1.1,1439,0.11,-0.12,0.051,-0.71,2.5,1.6,7.8,6%,i,0.5,956
Cc1ccc2cc(C#N)c(N3CCCC3)nc2c1C,-5,13,i,-10,-30%,0.14,1160,4.6,3,9.3,-4,4.6,2.9,4.4,-57%,·,-0.4,1065
Cc1cccc(N/C=C/c2onc(C)c2[N+](=O)[O-])c1,-11,-1,+,-4.3*,-3%,0.83,1311,-0.85,0.37,-0.078,0.81,1.9,1.3,9.5,-21%,i,-4.0,1213
Cc1ccc(CC2SC(=O)NC2=O)cc1Cl (stereo unspecified),4,-1,i,5,-4%,0.59,1029,-0.21,-0.16,0.13,-0.22,4.0,2.0,4.8,-4%,i,-1.4,1192
CCN(CCO)C(=S)Nc1cc(C(=O)OC)ccc1C(=O)OC,-11,-9,i,0,1%,0.05,1184,-0.65,-0.043,-0.6,0.74,2.5,2.3,8.6,1%,i,1.9,527
Clc1ccc(CSc2nnc(-c3ccncc3)o2)c(Cl)c1,76*,2.5*,i,10,-2%,0.05,1110,-0.59,-0.11,0.092,0.33,6.4,2.9,5.3,6%,i,-7.6,924
O=C(CSc1ncccc1C(=O)O)NCCC1=CCCCC1,7,-10,i,4,-4%,0.16,1525,1.8,-0.23,1.1,-0.91,6.9,3.5,4.7,4%,i,-0.6,893
CCn1nnnc1SCC(=O)NC1Cc2ccccc2C1,·,·,·,·,·,0.02,1011,-0.0042,-0.19,0.4,0.91,·,·,·,·,i,-0.7,1351
CC(C)N(C(C)C)S(=O)(=O)c1ccc(Cl)nc1,26,13,i,1,-5%,-0.56,1237,-0.43,-0.25,-0.29,0.68,1.9,2.4,2.7,-5%,i,2.9,1113
CC(C)OCCCNC(=O)c1sc(=S)n(C)c1N,3,4,i,-1,10%,0.32,952,-0.22,-0.27,-0.5,0.48,4.3,1.3,1.1,7%,i,-1.6,1077
O=C(Nn1c(-c2ccccc2)nc2ccccc2c1=O)C1CCC1,70*,-11*,i,-25,19%,1.7,1368,1.1,-0.21,0.73,-0.81,3.4,2.8,8.9,9%,i,-6.3,1149
CCN(C(=O)COC(=O)CNC(=O)C12CC3CC(CC(C3)C1)C2)C1CCS(=O)(=O)C1 (stereo unspecified),5,9,i,3,-8%,0.62,1307,-0.25,0.039,-0.44,0.3,2.3,2.9,4.4,-9%,i,·,·
COC(=O)N/N=C/c1cccc([N+](=O)[O-])c1,·,·,·,·,·,-0.12,1125,-0.64,-0.25,-0.25,0.51,·,·,·,·,i,-0.1,1272
NNC(=O)c1cc(-c2ccco2)[nH]n1,19,-8,i,-7,-4%,0.11,1559,0.68,-0.26,0.079,0.49,2.2,2.1,10,0%,i,-1.4,1060
Cc1ccc(-c2nnc(SCC#CCOC(=O)c3cccs3)o2)cc1,-15,-34,i,-8,6%,-0.07,965,-0.51,-0.094,0.0075,0.37,1.4,2.1,5.2,-3%,i,0.2,1197
Cc1nc2ncccn2c1-c1csc(NCc2ccco2)n1,-5,-3,i,2,-14%,0.31,612,-0.19,-0.2,-0.46,-1.3,3.8,3.3,4.9,15%,i,0.4,1095
Cc1c(C)c2ccc(OCc3ccc(C(=O)O)o3)c(C)c2oc1=O,6,-8,i,8,6%,·,·,-0.75,-0.21,-0.15,0.4,5.2,2.9,5.3,12%,i,-0.9,951
CCOCCCn1c(SCC(=O)NC(C)(C)C)nc2ccccc2c1=O,-17,-129,i,5,-3%,-0.63,1088,-0.28,-0.22,-0.025,0.77,2.2,2.0,6.5,-9%,i,-1.3,837
Cc1cc(C)nc(NS(=O)(=O)c2ccc(NC(=O)c3ccco3)cc2)n1,6,-3,i,3,-16%,0.46,1565,1.2,-0.15,0.82,-1.2,4.6,2.7,4.2,-7%,i,-8.7,941
COc1ccc(-c2noc(-c3ccccc3C(=O)NCc3ccco3)n2)cc1,1,5,i,2,18%,-0.31,1080,-0.32,-0.12,0.13,0.64,2.4,2.3,10,18%,i,-0.4,1031
COc1cccc(N2CCN(c3c4c(nc5ncnn35)CCC4)CC2)c1,6,5,i,-2,-2%,-1.1,998,0.2,-0.18,0.82,-2.1,0.6,1.7,6.0,-4%,·,·,·
Cc1noc(NS(=O)(=O)c2ccc(NC(=O)CCn3c(=O)oc4ccccc43)cc2)c1C,-4,-5,i,12,13%,-0.05,1388,0.43,-0.19,0.41,-0.013,5.6,1.6,0.1,7%,i,0.8,975
Cc1cccc(C(=O)NC2CCN(CC(=O)N3CCOCC3)CC2)c1,10,-2,i,4,-1%,1.3,1126,-0.26,-0.22,0.1,0.84,1.9,1.9,11,3%,i,-4.9,1191
CC(C)S(=O)(=O)C1=NSC2=NC(=O)/C(=C\c3ccc(-c4cccc(C(=O)O)c4)o3)C(=N)N21,-9,-2,i,3,-24%,-0.21,1617,-0.27,-0.26,-0.38,-0.7,5.2,1.9,11,-8%,i,1.2,860
O=C(CSc1nnc(-c2cccnc2)n1Cc1ccco1)c1ccc(Cl)cc1,11,22,i,-3,-7%,-0.14,1146,-0.36,-0.21,-0.055,-0.065,1.6,1.3,7.5,4%,i,2.6,1015

# Two records picked at random from those above, as already listed:
SMILES,WT yeast gro inh,WT yeast gro inh mutant strain,Autophagy mod,Autophagy mod cell loss 18 h,human PMI inhibition,Ins promoter up,Ins promoter up cell count,Dynein cargo inh,Dynein cargo inh cytoplasmic EGFP,Dynein cargo inh nuclear GR-EGFP,Dynein cargo inh cell count,MT stabilize HCS,MT stabilize HCS Hoechst-high %,MT stabilize HCS cytotoxicity %,human PMI inhibitors,Yfh1-depleted yeast,b-catenin transl,b-catenin transl cell count 5 µM
CCc1ccc2[nH]c(C(=O)Nc3ccc4c(c3)OCO4)cc2c1,·,·,·,·,·,-0.32,1056,-0.98,-0.11,-0.2,0.3,·,·,·,·,i,0.0,1388
Cc1nccn1CC(O)COC1CCCCC1 (stereo unspecified),14,28,i,1,10%,-0.17,1307,0.45,-0.24,0.59,-0.52,1.9,2.6,21,1%,i,-1.2,1097
